# Bioassay records from PubChem.
# ALOX12 inh – ALOX12 (human) lipoxygenase inhibition; AID 1671190; purified 12hLO, xylenol orange hydroperoxide absorbance; P18054; hit rate 1.1% among 580,000; Potency, µM (top dose mostly 108 µM), for inactives: at the top dose activity change, negative = inhibition, hits mostly inhibitors; further: potency means the concentration at half of the fitted maximal effect; on the % scale 0 is the no-effect control and ±100 the full control effect
#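 Purified human 12hLO at 150 nM in 25 mM Hepes, 0.01% Triton X-100, pH 7.0, preincubated 15 min at room temperature with compound. Reaction started with 40 uM arachidonic acid, 30 min at room temperature. Hydroperoxide measured by Fe-xylenol orange, 573/405 nm absorbance ratio.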
# POLB inh – DNA polymerase beta (human) inhibition. hit rate 1.3% among 340,000. Potency, µM (highest dose often 114 µM), for the others: at the top dose activity change, negative = inhibition, hits mostly inhibitors. Pol beta primer extension/strand displacement, fluorescence kinetic. P06746. AID 485314; further: potency means the concentration at half of the fitted maximal effect; on the % scale 0 is the no-effect control and ±100 the full control effect
#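 Enzyme-only controls used 10 nM Pol beta; buffer lacking enzyme served as negative control. Compound preincubated 15 min, then 50 nM substrate added; 0 and 10 min reads at room temperature.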
# ERG-DNA inh – ERG Ets/DNA interaction inhibition. Potency, µM (titrated, usually from 76.9 µM), inactives show at the highest dose FP activity, negative = inhibition, usual class: inhibitors. fluorescence polarization, His-ERG Ets domain / labelled DNA. P11308. hit rate 0.028% among 370,000; active means well fitted inhibition curve with a large enough effect in the polarisation, with a control signal flat; inconclusive means small, poorly fitted or top-dose-only effect, or effect the other way, or a change in a side signal; inactive means no such curve, though single readings can be large or run the other way; the % refers to the polarisation;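 further: polarization taken with two DNA probes labelled with fluorescein and Texas red; potency means the concentration at half of the fitted maximal effect; % of control where 0% means no effect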
#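 His-tagged ERG Ets domain (1 uM in the protein solution; 300mM KCl, 50mM Tris-HCl, 1mM EDTA, 1mM DTT, pH 7.5) received compound, then a probe mix of 5 nM fluorescein-DNA and 100nM Texas-615-DNA. Fluorescence polarization was read for both dyes.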
# POLH inh – inhibitors of human DNA polymerase eta | hit rate 1.2% among 390,000 | AID 588591 | recombinant Pol eta, fluorescent DNA replication assay | Q9Y253 | Potency, µM (titrated, usually from 114 µM), for the others: at the highest dose activity change, negative = inhibition, actives largely listed as inhibitors; further: potency means the concentration at half of the fitted maximal effect; on the % scale 0 is the no-effect control and ±100 the full control effect
# Target sequence (Q9Y253 whole entry, looked up): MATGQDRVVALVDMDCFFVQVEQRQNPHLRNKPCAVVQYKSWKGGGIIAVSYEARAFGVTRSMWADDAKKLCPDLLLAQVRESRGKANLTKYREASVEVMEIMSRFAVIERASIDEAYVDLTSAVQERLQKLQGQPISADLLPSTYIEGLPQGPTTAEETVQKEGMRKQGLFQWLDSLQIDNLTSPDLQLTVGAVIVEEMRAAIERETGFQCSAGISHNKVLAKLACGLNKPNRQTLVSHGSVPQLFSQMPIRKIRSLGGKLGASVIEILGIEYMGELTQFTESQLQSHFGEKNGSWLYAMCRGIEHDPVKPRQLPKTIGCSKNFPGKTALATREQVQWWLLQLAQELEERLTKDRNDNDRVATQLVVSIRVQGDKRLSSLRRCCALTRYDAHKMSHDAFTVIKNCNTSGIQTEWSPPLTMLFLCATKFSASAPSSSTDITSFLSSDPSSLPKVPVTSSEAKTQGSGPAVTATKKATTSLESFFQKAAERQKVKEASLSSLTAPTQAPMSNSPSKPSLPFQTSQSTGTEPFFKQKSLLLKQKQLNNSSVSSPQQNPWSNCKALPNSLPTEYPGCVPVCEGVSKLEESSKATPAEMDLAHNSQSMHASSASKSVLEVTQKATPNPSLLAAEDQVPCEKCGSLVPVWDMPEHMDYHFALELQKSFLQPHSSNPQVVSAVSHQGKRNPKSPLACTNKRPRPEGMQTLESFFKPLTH
#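 Pol eta (10 nM) was preincubated with compounds for 15 min at room temperature, after which fluorescent replication substrate (50 nM final) was added to start the reaction. Fluorescence was read kinetically at 0 and 10 min.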
# APEX1 inh – inhibitors of human APE1 endonuclease; P27695; recombinant APE1, TAMRA/BHQ-2 abasic DNA cleavage fluorescence; Potency, µM (doses to about 65.8 µM), for the others: top-dose activity change, negative = inhibition, actives largely listed as inhibitors; hit rate 0.35% among 350,000;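 further: potency means the concentration at half of the fitted maximal effect; plate controls were vehicle for no effect and reference inhibitor for full effect; nearly all actives have a fitted effect of over 55% in size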
#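 Enzyme (0.75 nM final) and test compound are incubated 15 min at room temperature before adding 50 nM quenched THF abasic-site duplex. Cleavage dequenches TAMRA, followed at 525/598 nm over three reads one minute apart.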
# POLK inh – blocks human DNA polymerase kappa activity; Q9UBT6; purified Pol kappa, fluorescent DNA synthesis assay, 10 min; Potency, µM (highest dose often 107 µM), without a hit: top-dose activity, negative = inhibition, hits mostly inhibitors; hit rate 0.53% among 400,000; AID 588579; further: potency means the concentration at half of the fitted maximal effect; on the % scale 0 is the no-effect control and ±100 the full control effect
#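 Enzyme at 10 nM met test compounds for 15 min at room temperature. Substrate addition (50 nM final) began the reaction, which was monitored by fluorescence at 0 and 10 min.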
# RGS4 inh – blocks human RGS4-accelerated GTP hydrolysis. P49798. Transcreener GDP fluorescence polarization, RGS4-accelerated GTP hydrolysis. hit rate 0.039% among 390,000. Potency, µM (doses to about 114 µM), without a hit: at the highest dose activity change, negative = inhibition, most hits filed as inhibitors; further: potency means the concentration at half of the fitted maximal effect; on the % scale 0 is the no-effect control and ±100 the full control effect; nearly all actives have a fitted effect of over 75% in size; some results filed as inactive show a strong effect at the top dose
# Target sequence (P49798 whole entry, looked up): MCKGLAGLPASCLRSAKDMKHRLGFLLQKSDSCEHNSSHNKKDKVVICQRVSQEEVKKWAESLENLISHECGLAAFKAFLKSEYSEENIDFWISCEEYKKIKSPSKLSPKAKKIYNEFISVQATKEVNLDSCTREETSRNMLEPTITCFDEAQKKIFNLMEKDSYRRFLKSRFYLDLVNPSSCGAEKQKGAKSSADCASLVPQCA
#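 MLSMR compounds (23 nl, pin-transferred) preincubated 10 min at room temperature with a 500nM (2x) first reagent, then RGS4 at 900nM (2x) plus Transcreener GDP mix added; fluorescence polarization (620/688 nm) read before and after 90 min at 30 °C.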
# LDHA inh – inhibitors of human lactate dehydrogenase A; activity change, % (values are at about 110 or 230 µM); AID 1347041; P00338; purified LDHA, NADH/diaphorase-resazurin fluorescence; stronger effect = lower value; hit rate 0.15% among 480,000; in the data active means activity change below about -30%; inconclusive means mostly about -25% to -30%;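 further: plate controls were DMSO wells for no effect and wells without enzyme for full effect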
#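 Human LDH5 (2 nM) was incubated with 0.06 mM NADH and 0.2 mM pyruvate for 5 min at room temperature in Tris pH 7.4. Remaining NADH was coupled through diaphorase/resazurin, and resorufin fluorescence was read at 0 and 20 min.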
# Anesthetic bind – candidate novel general anesthetic via apoferritin binding; P02791; apoferritin/1-aminoanthracene competitive binding, fluorescence; hit rate 0.074% among 350,000; Potency, µM (doses to about 77.5 µM), for inactives: top-dose activity change, negative = displacement, usual class: inhibitors; further: potency means the concentration at half of the fitted maximal effect; on the % scale 0 is the no-effect control and ±100 the full control effect; nearly all actives have a fitted effect of over 20% in size
#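 Concentration-response curves derived by four-parameter Hill fitting of normalized fluorescence, where compounds displaced 1-AMA from 10 uM horse apoferritin following a brief 10 min room-temperature incubation; propofol titration acted as positive control.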
# An asterisk follows results filed as active; ? = inconclusive; / = no result given; & = joins results of further samples; [ ] = remark or other dose. Unless noted, the call rests on the fitted dose curve; in most records, active means well fitted curve in the direction sought with a large enough effect; inconclusive means small, poorly fitted or top-dose-only effect, or another doubt; inactive means no such curve, though single readings can be large; an effect the other way counts as inactive or inconclusive.
molecule	APEX1 inh	RGS4 inh	ALOX12 inh	LDHA inh	POLH inh	Anesthetic bind	POLK inh	POLB inh	ERG-DNA inh
O=C(Nc1ccn(Cc2c(F)c(F)cc(F)c2F)n1)c1ccc(COc2ccccc2Cl)cc1	5.9%	-5.9%	12.5%	1.8	-14.8%	-8.7%	-17.6%	25.3%	-2.3%
c1ccc(-c2nn3c(Cn4nnc5ccccc54)nnc3s2)nc1	-2.2%	-31.2%	0.0%	-8.6	79.4µM*	-5.1%	?	17.8µM*	-6.3%
CCc1nc2scc(-c3ccc(C)cc3)c2c(=O)n1N	-3.4%	-11.8%	-15.8%	-2.5	-5.1%	-6.5%	-1.2%	4.4%	13.3%
COc1cc(-n2c(C)nc3cc(C(=O)NCC4CCCO4)ccc32)cc(OC)c1OC (centres undefined)	9.4%	2.8%[56.9 µM]	5.8%	-18.1	-13.5%	-2.8%	0.8%	30.8%	7.8%
O=c1[nH]c2ccc(S(=O)(=O)N3CCC(Cc4ccccc4)CC3)cc2o1	5.4%	15.0%	0.0%	-9.0	4.2%	-11.3%	-6.1%	0.2%	-4.2%
CCOC(=O)Cc1csc(NC(=O)CCN2C(=O)c3cccc([N+](=O)[O-])c3C2=O)n1	33.0%	-1.9%	-14.4%	-2.1	-16.3%	6.1%	0.8%	20.8%	4.5%
O=C(N/N=C/c1ccc(O)cc1)c1ccc(COc2cc(Cl)ccc2Cl)o1	-3.1%	9.6%	0.0%	-2.1	?	7.1%	-3.5%	?	-3.3%
CCC1CC(CSC(=N)N)OC1=O (centres undefined)	-7.6%	3.1%	159.2%[activator]	-7.5	-1.6%	4.0%	-7.0%	?	-7.0%
COC(=O)c1ccccc1NC(=O)CSCC(=O)Nc1ccccc1OC	1.8%	-0.3%	0.0%	1.3	-13.9%	-11.6%	-10.3%	11.4%	7.3%
Cc1sc2ncn(CC(=O)Nc3c(F)cccc3F)c(=O)c2c1S(=O)(=O)N1CCC(C)CC1	-7.2%	8.1%	-2.3%	-2.0	-10.7%	-0.3%	-4.3%	22.9%	8.4%
Cc1cccc(-c2noc(-c3ccc(NCc4ccco4)c([N+](=O)[O-])c3)n2)c1	/	2.4%	-8.5%	-5.9	3.8%	-0.5%	-6.3%	5.8%	-9.2%
CCCc1cnc(N2CCN(C(=O)c3c(-c4ccccc4)noc3C)CC2)nc1	6.5%	-1.3%	441.9%[activator]	1.9	-17.9%	-6.6%	-6.7%	-13.9%	6.3%
COc1cccc(CN2CC(C(=O)NCc3cccc(N4CCCC4)c3)CCC2=O)c1 (centres undefined)	28.3%	-19.2%	-16.9%	1.2	-17.6%	4.9%	1.7%	18.0%	5.4%
CCC(CC)NC(=O)CO/N=C/c1ccccc1OC(F)F	-7.6%	-9.1%	-21.5%	-6.8	-2.8%	4.1%	-6.0%	39.3%	-2.4%
COc1ccc2cc(C)c3nnc(SCC(=O)Nc4cc(OC)c(OC)cc4C(=O)O)n3c2c1	1.1%	-2.4%	-37.8%	-3.9	1.7%	0.2%	-10.4%	-29.9%	1.1%
O=C(Nc1ccc(F)cc1)[C@H](Cc1ccccc1)N1Cc2ccccc2C1=O	/	5.1%	-23.6%	-0.9	-21.1%	4.1%	-7.0%	-4.2%	2.7%
C=CCN1C(=O)C(Cc2ccccc2)S/C1=N/N=C/c1cccs1 (centres undefined)	-4.0%	-28.5%	0.0%	1.8	-18.7%	-12.6%	-2.1%	2.9%	9.2%
CC(C)=CCC(C)(C)C1OCCN1C(=O)c1ccccc1 (centres undefined)	-3.3%	-37.3%	1.0%	1.5	1.3%	?	-7.4%	?	6.5%
COc1ccc(NC(=O)c2oc3ccccc3c2NC(=O)c2ccc(OC)c(OC)c2)c(OC)c1	/	-22.6%	-3.6%	-13.6	-12.3%	/	-16.6%	/	1.4%
COc1ccc(S(=O)(=O)N2CCCc3ccccc32)cc1[N+](=O)[O-]	-19.3%	6.9%	2.4%	-14.4	-19.9%	?	-10.6%	40.7%	2.9%
COc1ccccc1NC(=O)COc1ccc(Br)cc1CNC1CCCC1	3.8%	10.5%	-12.2%	-6.8	-17.1%	-14.5%	2.8%	0.8%	9.7%
COC(=O)CCSc1cc(NCCOC(C)=O)c([N+](=O)[O-])c2nonc12	5.2%	-3.1%&-10.1%	?	3.8&20.1	?	-8.5%	-6.9%&-1.5%	-10.4%	-2.7%
CC(=O)Nc1ccc(-c2nc(C)c(C(C)=O)n2O)cc1	-6.8%	4.9%	-15.0%	10.7	-7.0%	-6.8%	-17.7%	?	/
CCOC(=O)C[C@H]1c2ccc(C(F)(F)F)cc2S(=O)(=O)N1c1cccc(OC)c1	/	-13.8%	?	2.4	-7.1%	/	12.4%&-10.9%	/	-9.8%
CCOc1ccc(C(=O)Nc2cc(-c3ccccc3)no2)cc1	/	23.5%	-5.8%	-1.1	-6.8%	-13.4%	11.4%	23.9%	8.1%
CC(C)Sc1n[nH]c(=O)n1-c1cccc(C(F)(F)F)c1	18.0%	-3.5%	93.0%[activator]	-6.6	-14.3%	-5.1%	0.0%	4.0%	-0.3%
Cc1ccc(NC(=O)c2ccn(C)n2)c(Br)c1	7.4%	-17.6%	0.5%	0.7	-20.9%	1.8%	-4.0%	27.2%	1.0%
O=C(N/N=C/c1ccccc1)C1CCCN1C(=O)c1cc([N+](=O)[O-])cc([N+](=O)[O-])c1 (centres undefined)	6.3%	-25.3%	50.1%[activator]	0.6	-6.0%	-6.7%	2.1%	1.6%	-2.8%
CC1CCC2(CC1)NC(=O)N(CC(=O)N1c3ccccc3CC1C)C2=O (centres undefined)	22.7%	7.8%	-0.7%	-0.5	-1.5%	/	-9.6%	/	-1.6%
NC(=S)N/N=C/c1ccc(/C=N/NC(N)=S)cc1	-1.6%	-33.0%	-7.2%	-1.5	-5.1%	-1.6%	7.5%	-0.7%	-3.6%
Cc1noc(C)c1NC(=O)N(C)C[C@H]1Oc2ccc(NC(=O)NC(C)C)cc2C(=O)N([C@H](C)CO)C[C@H]1C	-7.1%	26.3%	-1.1%	-1.3	-10.9%	/	-8.9%	/	5.1%
COC(=O)CCCC(=O)OC	37.5%&4.4%	18.6%	5.6%	-11.6	-15.6%	/	10.7%	/	7.9%
CCCNC(=O)c1[nH]c(C)c(C(C)=O)c1C	-0.7%	1.2%	-24.0%	-2.0	-6.9%	-7.1%	0.7%	12.6%	14.4%
Cc1nc(SCc2ccc(O)c([N+](=O)[O-])c2)n[nH]1	2.1%	14.4%	?	-5.4	-13.7%	-6.6%	-14.2%	-16.2%	-1.7%
Cc1cccc(CSc2nnc(CCCCCN)o2)c1	/	22.5%	-5.0%	-0.1	-3.1%	?	-15.3%	-1.7%	-7.1%
COc1ccccc1NC(=O)C(=O)c1cn(CC(=O)N2CCOCC2)c2ccccc12	58.0%	-13.1%	5.7%&10.6%	4.0&0.6	-4.3%	-17.9%	-13.3%	1.3%	-5.8%
CN(C)NC(=S)Nc1ccc2nc(-c3ccccn3)c(-c3ccccn3)nc2c1	1.5%	9.8%	-19.3%	10.0	2.5%	3.4%	-9.4%	-0.7%	-8.6%
CCOC(=O)c1c(CN2CCOCC2)n(-c2ccccc2)c2cc(Br)c(O)c(CN(C)C)c12	2.7%	14.0%	495.3%[activator]	2.0	-3.6%	-17.4%	-8.5%	15.5%	7.1%
COc1ccccc1CNc1nc(-c2ccccc2CN(C)C)nc2ccccc12	1.7%	/	-22.2%	/	/	-12.8%	2.1%[60.1 µM]	/	/
Cn1c(SCc2ccc(F)cc2)nc2ccc(C(=O)NCc3ccccc3)cc21	/	21.9%	-21.1%	-9.9	-13.0%	257.8%[activator]	5.7%	9.2%	1.9%
O=C(c1ccc(Cl)cc1)N1CCN(c2ccc([N+](=O)[O-])c(NCc3cccnc3)c2)CC1	/	-21.5%	-10.6%	-1.3	-14.4%	/	-2.9%	/	-1.3%
CC(C)NC1=C(Cl)C(=O)c2ccccc2C1=O	-5.7%	-2.6%	?	-5.5	-8.3%	?	-15.0%	-4.0%	-1.3%
O=C1CCc2cc(S(=O)(=O)NC(C(=O)N3CCN(c4ccccn4)CC3)c3ccccc3)ccc2N1 (centres undefined)	6.7%	4.2%	-1.5%	-4.4	-7.9%	-12.6%	-24.0%	49.5%	2.2%
NC(=O)CSc1ncc(-c2ccccc2)[nH]1	0.0%	-16.2%	5.2%	-3.2	-0.1%	-10.5%	12.8%	7.4%	2.7%
CCCCN(CCCC)S(=O)(=O)c1c(C)[nH]c(=O)[nH]c1=O	11.0%	2.9%	3.1%	-3.8	-20.5%	-8.7%	-2.8%	40.6%	-1.9%
CN(C(=O)CN1CCN(c2cnn(-c3ccccc3)c(=O)c2Cl)CC1)C1CCS(=O)(=O)C1 (centres undefined)	16.1%	-11.2%	4.4%	-1.5	-14.3%	/	-1.0%	/	3.5%
COC(=O)c1ccc(NC(=O)c2c(NCc3ccc(OC)c(OC)c3)sc3c2CCCC3)cc1	/	-39.3%	?	1.4	1.5%	-3.6%	-10.2%[60.1 µM]	1.5%	-10.9%

# Not all compounds are listed. The share of hits here may be higher or lower than overall.
